Bioassay records as filed in PubChem.
GRIN3A LBD mod: NR3A (human) ligand-binding domain modulation. 2.5% of 340,000 active. Tm shift relative to glycine control, % at 25 µM. AID 1259313. NR3A LBD differential scanning fluorimetry, Tm shift; 0% = protein alone, 100% = glycine-bound protein;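 active means melting temperature shift of at least 10% of the positive control shift, at one fixed dose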
PfGluPho inh: PfG6PD (Plasmodium falciparum) enzyme inhibition. PfGluPho enzyme, NADPH resazurin-diaphorase fluorescence. inhibition, % at 20 µM. 0.78% of 350,000 active;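 active means inhibition reaching at least a set limit at 20 µM in the primary screen, cut at about 59% in these data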;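 further: 0% = DMSO wells with substrate and 100% = DMSO wells lacking glucose-6-phosphate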
SENP6 inh: inhibitors of human SENP6 protease. Q9GZR1. inhibition, % at 10 µM. 1.8% of 330,000 active. Recombinant SENP6 catalytic domain, aminoluciferin luminescence;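 active means inhibition above about 50% at the single tested dose, limit read from the data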;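 further: plate controls were DMSO wells with enzyme for no effect and DMSO wells lacking enzyme for full effect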
hIAP act: human IAP activation; 0.16% of 330,000 active; P09923; AID 2524; purified human IAP, CDP-Star luminescence, 30 min; stronger effect = higher value; 1 = vehicle-only enzyme, 0 = enzyme-free background; activation factor at 10 µM;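 active means activation factor of the enzyme at least 2-fold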; further: the source names both 10 and 20 µM as test concentration; values of inactives mirror those of a sister screen read the other way
Target sequence (P09923 whole entry, looked up): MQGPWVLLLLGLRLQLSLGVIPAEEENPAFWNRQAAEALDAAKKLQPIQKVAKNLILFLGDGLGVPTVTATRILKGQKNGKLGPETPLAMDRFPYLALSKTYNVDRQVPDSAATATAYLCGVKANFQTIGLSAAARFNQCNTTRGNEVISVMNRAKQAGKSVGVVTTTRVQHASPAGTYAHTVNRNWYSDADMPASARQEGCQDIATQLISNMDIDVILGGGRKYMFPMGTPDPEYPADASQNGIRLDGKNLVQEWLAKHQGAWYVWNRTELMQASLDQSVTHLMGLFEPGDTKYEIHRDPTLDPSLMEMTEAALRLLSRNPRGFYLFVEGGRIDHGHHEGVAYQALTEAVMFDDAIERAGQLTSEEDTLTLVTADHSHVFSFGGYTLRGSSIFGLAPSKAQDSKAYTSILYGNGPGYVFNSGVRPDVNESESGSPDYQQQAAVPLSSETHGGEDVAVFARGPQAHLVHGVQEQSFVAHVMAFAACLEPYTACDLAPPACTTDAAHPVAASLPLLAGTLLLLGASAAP
MPTP block: inhibitors of mitochondrial permeability transition pore. isolated mouse mitochondria, Ca2+ swelling absorbance, 30 min. inhibition, % at 10 µM. 1.4% of 360,000 active. AID 602449;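 active means inhibition of 50% or more, scaled per plate between neutral and stimulator controls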;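 further: 0% = DMSO wells given calcium and 100% = 1 mM EGTA wells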
SENP8 inh: inhibitors of human SENP8 protease | recombinant SENP8, Nedd8 substrate fluorescence | inhibition, % at 20 µM | 0.64% of 360,000 active | AID 602440; in the data active means inhibition mostly above about 40%, no sharp cut-off; inactive means mostly below about 27%
Target sequence (Q96LD8 whole entry, looked up): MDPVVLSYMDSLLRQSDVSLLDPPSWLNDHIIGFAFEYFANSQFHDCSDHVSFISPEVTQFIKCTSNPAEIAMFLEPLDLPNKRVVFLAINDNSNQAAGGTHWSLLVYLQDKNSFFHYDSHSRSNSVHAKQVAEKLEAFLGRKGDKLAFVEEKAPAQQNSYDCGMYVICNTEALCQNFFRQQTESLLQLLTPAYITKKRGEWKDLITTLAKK
SENP1 inh: SENP1 (human) catalytic domain inhibition | Q9P0U3 | recombinant SENP1 catalytic domain, CyPet-SUMO1-YPet FRET cleavage | inhibition, % at 10 µM | 0.21% of 360,000 active | AID 624204;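 active means inhibition at least 30% at 10 µM, raw YFP signal under a set limit, fluorescence ratio 0.5 to 1.5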;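 further: 0% = enzyme with DMSO and 100% = no enzyme wells; some results filed as inactive read as strong as hits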
Target sequence (Q9P0U3 419-644 limits assumed): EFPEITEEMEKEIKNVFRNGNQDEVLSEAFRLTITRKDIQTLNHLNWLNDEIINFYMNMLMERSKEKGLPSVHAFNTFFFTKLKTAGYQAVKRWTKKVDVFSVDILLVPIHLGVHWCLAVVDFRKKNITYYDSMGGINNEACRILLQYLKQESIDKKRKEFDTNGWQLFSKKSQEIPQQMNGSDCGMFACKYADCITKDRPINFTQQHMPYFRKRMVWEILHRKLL
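system = hSENP1 catalytic domain, recombinant | reagent = SFCypet-SUMO1-SFYpet substrate at 25 nM | doses = one dose per compound, 10 µM, 0.5% DMSO | incubation = enzyme reaction for 50 min at room temperature, dark | measured by = FRET, CFP and YFP emission | controls = no-enzyme low, enzyme-DMSO high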
ATG4B inh: inhibitors of human ATG4B cysteine protease | Q9Y4P1 | ATG4B cleavage of LC3-PLA2, NBD-HPC fluorescence, 1 h | inhibition, % at 8.33 µM | 0.51% of 340,000 active | AID 504462; in the data active means inhibition above about 40%
The depositor's hits bear a star; . = no result given.

Preview (14 entries):
The line under a structure holds: MPTP block	PfGluPho inh	SENP1 inh	ATG4B inh	SENP6 inh	hIAP act	SENP8 inh	GRIN3A LBD mod
1) CCn1c(CN(C)c2ccccc2)nc2ccccc21
  0.5	-15	-1	2	-1	0.9	15	-1
2) O=c1c2cc(N3CCOCC3)ccc2[nH]c(=S)n1Cc1ccccn1
  -0.1	10	-51	-3	-4	1	-237	3
3) Cc1ccc2cccc(OCC(=O)NCc3ccco3)c2n1
  0.7	4	-4	-6	-2	0.84	-5	3
4) FC(F)(F)c1cccc(Cn2c3[n+](c4ccc(C(F)(F)F)cc42)CCCCC3)c1
  0.4	-2	1	0	0	1.1	22	0
5) COc1cc(NC(=O)Nc2ccccc2)c(OC)cc1NC(=O)CN1CCCCC1
  -4.4	17	-25	-8	-10	0.99	20	-7
6) CCOc1ccc(OCC)c(NC(=O)CC2Oc3ccccc3NC2=O)c1 (stereo not given)
  -0.2	26	3	-8	-4	0.93	4	1
7) O=C1Nc2ccccc2N(O)N1c1cc(-c2ccc(Cl)cc2)[nH]n1
  1.4	3	1	13	0	0.86	7	2
8) COc1cc2ccccc2cc1C(=O)NNC(=O)c1ccccc1O
  -0.1	.	2	.	-12	1.5	-45	.
9) C[C@@H]1CN([C@@H](C)CO)C(=O)c2cc(Br)cnc2O[C@H]1CN(C)Cc1ccccc1C(=O)O
  -1.8	13	1	.	.	.	3	.
10) O=C(Nc1ncccn1)c1ccc([N+](=O)[O-])o1
  -2.0	-10	-28	-8	-7	1	-398	1
11) Cc1ccccc1S(=O)(=O)Cc1ccc(C(=O)NC2CC2)o1
  -0.6	4	0	-5	9	0.97	6	2
12) CC(CNC(=O)CCC(=O)N1CCOc2ccccc21)c1ccccc1 (stereo not given)
  -1.2	-19	0	3	-22	1.1	8	-1
13) CC(=O)OCC(=O)C12OC(C)(C)OC1CC1C3CC=C4CC(O)CCC4(C)C3CCC12C (stereo not given)
  -1.1	4	2	4	.	.	23	0
14) CCC(=O)N1CCc2cc(S(=O)(=O)NCCC(=O)N3CCN(c4ccccn4)CC3)ccc21
  2.5	-13	-2	-1	6	1	14	1

Results, previewed entries included:
The line under a structure holds: MPTP block	PfGluPho inh	SENP1 inh	ATG4B inh	SENP6 inh	hIAP act	SENP8 inh	GRIN3A LBD mod
1) CCn1c(CN(C)c2ccccc2)nc2ccccc21
  0.5	-15	-1	2	-1	0.9	15	-1
2) O=c1c2cc(N3CCOCC3)ccc2[nH]c(=S)n1Cc1ccccn1
  -0.1	10	-51	-3	-4	1	-237	3
3) Cc1ccc2cccc(OCC(=O)NCc3ccco3)c2n1
  0.7	4	-4	-6	-2	0.84	-5	3
4) FC(F)(F)c1cccc(Cn2c3[n+](c4ccc(C(F)(F)F)cc42)CCCCC3)c1
  0.4	-2	1	0	0	1.1	22	0
5) COc1cc(NC(=O)Nc2ccccc2)c(OC)cc1NC(=O)CN1CCCCC1
  -4.4	17	-25	-8	-10	0.99	20	-7
6) CCOc1ccc(OCC)c(NC(=O)CC2Oc3ccccc3NC2=O)c1 (stereo not given)
  -0.2	26	3	-8	-4	0.93	4	1
7) O=C1Nc2ccccc2N(O)N1c1cc(-c2ccc(Cl)cc2)[nH]n1
  1.4	3	1	13	0	0.86	7	2
8) COc1cc2ccccc2cc1C(=O)NNC(=O)c1ccccc1O
  -0.1	.	2	.	-12	1.5	-45	.
9) C[C@@H]1CN([C@@H](C)CO)C(=O)c2cc(Br)cnc2O[C@H]1CN(C)Cc1ccccc1C(=O)O
  -1.8	13	1	.	.	.	3	.
10) O=C(Nc1ncccn1)c1ccc([N+](=O)[O-])o1
  -2.0	-10	-28	-8	-7	1	-398	1
11) Cc1ccccc1S(=O)(=O)Cc1ccc(C(=O)NC2CC2)o1
  -0.6	4	0	-5	9	0.97	6	2
12) CC(CNC(=O)CCC(=O)N1CCOc2ccccc21)c1ccccc1 (stereo not given)
  -1.2	-19	0	3	-22	1.1	8	-1
13) CC(=O)OCC(=O)C12OC(C)(C)OC1CC1C3CC=C4CC(O)CCC4(C)C3CCC12C (stereo not given)
  -1.1	4	2	4	.	.	23	0
14) CCC(=O)N1CCc2cc(S(=O)(=O)NCCC(=O)N3CCN(c4ccccn4)CC3)ccc21
  2.5	-13	-2	-1	6	1	14	1
15) Cc1ccccc1Nc1nnc(SCC(=O)N(C)C2CCS(=O)(=O)C2)s1 (stereo not given)
  1.4	8	0	-2	2	0.89	14	-1
16) O=C(Cc1cn(-c2ccccc2)nc1-c1ccccc1)N1CCCCC1
  1.0	8	1	-5	-2	1	4	-1
17) COc1ccccc1-c1ccc(NC2CCCC2)nn1
  -0.9	-3	-3	-7	11	1	16	0
18) COc1cccc(N2CCN(C(=O)c3oc4ccccc4c3NC(=O)Cc3ccc(OC)c(OC)c3)CC2)c1
  -0.2	7	1	-3	-5	1.3	1	-2
19) Cc1cc(C)cc(OCC(=O)NNC(=O)c2cc3ccccc3oc2=O)c1
  -0.3	-8	-2	-13	.	.	-29	2
20) O=S(=O)(Nc1ccc2oc(-c3ccccc3)nc2c1)c1ccccc1
  2.8	88*	1	-24	-5	0.76	-145	-5
21) CCn1cc(CNCc2cn[nH]c2-c2cc3ccccc3o2)cn1
  -1.2	-9	0	22	-1	1.3	-5	-1
22) NC(=O)CC(NSc1ccccc1[N+](=O)[O-])C(=O)O (stereo not given)
  -0.7	14	-5	-2	17	1.1	29	3
23) COc1cccc(OCC(=O)NNC(=O)C(=O)N2CCCC2)c1
  1.3	0	3	-3	-8	1.3	9	1
24) Cc1c(CCO)c(=O)[nH]n1S(=O)(=O)c1ccccc1
  0.1	22	0	-7	4	0.77	8	10
25) CCOc1ccc(-c2nc(CSCC(=O)NCCCN3CCCC3=O)c(C)o2)cc1
  -1.2	-4	3	-2	-5	1.1	0	0
26) Cc1cccc(S(=O)(=O)Nc2nc3ccccc3nc2NCc2ccc3c(c2)OCO3)c1
  18	-37	0	-8	-1	1.1	-392	3
27) CC(=O)C1=C(O)C(=O)N(C)C1c1ccccc1[N+](=O)[O-] (stereo not given)
  0.5	-15	-10	3	-44	0.99	-94	0
28) COc1cccc(-c2nc3ccccc3c(=O)o2)c1
  -1.1	-11	-1	-2	38	0.95	13	1
29) C=CCOC(=O)CSCC(NC(=O)OC(C)(C)C)C(=O)OCC (stereo not given)
  0.0	-3	1	-8	-16	1.2	11	0
30) COC(=O)C1CCCN1S(=O)(=O)c1ccccc1NC(=O)c1cc(OC)c(OC)c(OC)c1 (stereo not given)
  -0.3	-4	1	-5	-17	0.94	25	2
31) COc1ccc(C2=NOC(C(=O)Nc3cc(C)nn3-c3ccccc3)C2)cc1OC (stereo not given)
  -1.1	12	2	-1	-17	1	14	0
32) COc1cc2c(cc1OC)C(C(C)C)=NC(C)(C)C2
  0.4	-10	-9	1	-19	0.97	-394	-1
33) O=C(CCN1CCN(C/C=C/c2ccccc2)CC1)Nc1ccccc1F
  -0.7	6	0	-11	13	1	11	6
34) COc1ccc(CCn2c(N)c(C#N)c3nc4ccccc4nc32)cc1OC
  0.7	-10	-103	-17	62*	0.94	-446	-2
35) CC(C)C1N=C2c3ccccc3N=C(SCC(=O)c3ccc(O)c(O)c3)N2C1=O (stereo not given)
  3.8	-49	0	0	-10	1.2	-51	-7
36) CCSc1nc2nccnc2c(=O)[nH]1
  -3.0	5	-3	-13	.	.	-421	-1
37) C#CCOc1ccc(/C=C2/C(=O)ON=C2C)cc1Br
  -2.0	38	-1	2	-3	0.92	18	-1
38) Nc1c(NCCC2=CCCCC2)c(=O)[nH]c(=O)n1Cc1ccccc1
  2.7	30	-18	-14	-11	0.97	-231	0
39) O=C(CSCC(=O)OCC(=O)c1ccc(Br)cc1)Nc1ccc(Br)cc1
  -0.5	-19	-5	-12	-3	1	23	1
40) O=C(CSc1nnnn1C1CCCC1)N1CCCc2ccccc21
  -0.3	2	9	-2	-2	1.2	19	1
41) Cc1sc2nc(CN(Cc3cccs3)C(=O)NC3CCCCC3)[nH]c(=O)c2c1C
  2.1	5	2	-3	-2	1.1	18	-2
42) CCOCCn1c(SCc2ccc(F)cc2)nc2c1c(=O)[nH]c(=O)n2C
  -0.2	-11	4	-4	-4	0.92	11	4
43) Cc1ccc(CSCc2ccc(C(=O)NCCCN3CCOCC3)o2)cc1
  1.9	-1	1	-5	11	1.2	16	-12
44) O=C(Cc1ccccc1)NCC(=O)OC(c1ccccc1)c1ccccc1
  0.8	8	1	6	11	1	5	-3
45) O=C(O)CN1C(=O)CC(c2ccccc2)CC1=O
  1.4	-27	-2	-2	-5	1.1	-2	-1
46) Cn1c(SCC(=O)N2c3ccccc3CCc3ccccc32)nnc1-c1ccc(O)cc1
  0.5	-7	2	-15	1	1	19	-1
47) COc1ccccc1C(=O)Nc1cccc(NC(C)=O)c1
  -1.9	5	1	-12	-12	0.88	11	-1
48) C#CCN(C[C@H]1[C@H](OC(=O)NC2CCCC2)[C@H](OC(=O)NC2CCCC2)C[C@@H](C(=O)OC)[C@H]1C(=O)OC)S(=O)(=O)c1ccc(C)cc1
  -0.2	21	1	.	.	.	-7	.
49) CCCNc1cc(=S)nc(N)[nH]1
  0.4	31	-6	-1	-8	0.98	21	4
50) CCC1CCCCN1CCCNC(=O)Cn1ncc2c([nH]c3ccc(C)cc32)c1=O (stereo not given)
  -1.1	9	-2	-5	-6	1.2	-210	-4
51) CN(CC(=O)Nc1cccc(F)c1)C(=O)c1ccc(COc2ccccc2)o1
  -0.6	7	0	12	-15	1	-5	1
52) CCN(CC(=O)NCc1ccc2c(c1)OCO2)S(=O)(=O)c1ccc(F)cc1
  -1.4	-13	1	0	-22	1.2	2	1
53) COc1ccc2oc(=N)c(C(=O)Nc3ccccc3)cc2c1
  -2.4	10	-84	-12	62*	1	-203	0
54) CCOC(=O)CSc1nc2c(cnn2-c2ccc(Cl)cc2)c(=O)[nH]1
  0.4	-8	3	1	-4	1.1	10	1
55) Cc1ccc(S(=O)(=O)NN=Cc2c(O)ccc3ccccc23)cc1
  8.2	-17	16	.	.	.	6	.
56) Cc1cc(-c2nnc(CCC(=O)N(C)Cc3ccsc3)o2)no1
  0.6	-23	0	4	-11	1	10	2
57) CCCC(=O)Nc1ccc(NC(=O)c2ccccc2)nc1
  -1.4	-12	0	1	11	1	26	8
58) N#Cc1ccc(C(=O)N2CCN(S(=O)(=O)c3ccc(Br)s3)CC2)cc1
  1.6	5	0	-11	-17	0.86	-1	-1
59) CCc1nc(CN2CCN(c3cc(C(F)(F)F)ccn3)CC2)c(C)[nH]1
  14	0	0	-8	-19	1	-19	1
